# Screens: PubChem BioAssay, National Center for Advancing Translational Sciences (NCATS)
# TrxR1 inh: rat TrxR1 inhibition. O89049. recombinant rTrxR1, NADPH fluorescence consumption, selenite substrate. Potency, µM (titrated, usually from 114 µM), without a hit: at the top dose activity change, negative = inhibition, usual class: inhibitors. 390,000 tested, 1% active. AID 588453; also: potency is read from the fitted curve at half-maximal effect; % is scaled to controls: 0 for no effect and ±100 for the full control effect; nearly all actives have a fitted effect of over 65% in size
#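 Rat TrxR1 (90 nM in the dispensed reagent) was pre-reduced with 400 uM NADPH for 5 min at room temperature, then incubated with compound for 15 min. After 400 uM selenite was added, NADPH fluorescence (Ex 340/Em 450 nm) was followed for 8 min.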
# Tb PGK inh: blocks T. brucei phosphoglycerate kinase; Potency, µM (doses to about 57.5 µM), without a hit: at the top dose activity change, negative = inhibition, usual class: inhibitors; 380,000 tested, 0.043% active; PGK/GAPDH coupled, Kinase-Glo luminescence, 60 min; also: potency is read from the fitted curve at half-maximal effect; % is scaled to controls: 0 for no effect and ±100 for the full control effect; nearly all actives have a fitted effect of over 60% in size
#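 Luminescent ATP detection (Kinase-Glo Plus) follows a 60-minute room-temperature incubation, with wells lacking PGK as controls. Buffer: 100 mM TEA (pH 7.6), 5 mM MgCl2, 0.01% Tween-20. Coupling enzyme GAPDH (100 nM final) supplies unstable 1,3-BPG in-well.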
# PI4K2A block: PI4K2A (human) kinase inhibition; purified PI4K2A, ADP-Glo luminescence, 1 h; hits give low values; 420,000 tested, 0.13% active; activity change, negative = inhibition, % at 76.9 µM; in the data active = activity change below about -50%; inconclusive = mostly about -30% to -49%;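 also: -100% = wells without enzyme as full effect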
#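 In this quantitative HTS, ADP production by PI4K2A was quantified luminescently after 1 h at ambient temperature; 100 microM adenosine served as plate-quality control.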
# USP1-UAF1 inh: inhibitors of human USP1/UAF1 deubiquitinase; O94782; recombinant USP1/UAF1, Ub-Rhodamine cleavage fluorescence; Potency, µM (doses to about 57.1 µM), for the others: top-dose activity change, negative = inhibition, most hits filed as inhibitors; 390,000 tested, 0.23% active; AID 743255; also: potency is read from the fitted curve at half-maximal effect; % is scaled to controls: 0 for no effect and ±100 for the full control effect; nearly all actives have a fitted effect of over 60% in size; inactives centre near -12
#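 1 nM enzyme complex + cpd, 15 min RT; start with Ub-Rho 150nM final; kinetic fluorescence ex 480/em 540, 6 reads q60 s. Buffer 50mM HEPES pH 7.8, 0.5mM EDTA, 0.1 mg/ml BSA, 1mM TCEP, 0.01% Tween-20.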
# mIDH1 inhibitor: human IDH1 R132H inhibition. Potency, µM (titrated, usually from 76.6 µM), without a hit: at the top dose activity change, negative = inhibition, most hits filed as inhibitors. O75874. IDH1-R132H enzyme, NADPH consumption, diaphorase/resazurin fluorescence. 390,000 tested, 0.093% active; also: potency is read from the fitted curve at half-maximal effect; % is scaled to controls: 0 for no effect and ±100 for the full control effect; nearly all actives have a fitted effect of over 65% in size
# Target sequence (O75874 whole entry R132H, stated change not applied): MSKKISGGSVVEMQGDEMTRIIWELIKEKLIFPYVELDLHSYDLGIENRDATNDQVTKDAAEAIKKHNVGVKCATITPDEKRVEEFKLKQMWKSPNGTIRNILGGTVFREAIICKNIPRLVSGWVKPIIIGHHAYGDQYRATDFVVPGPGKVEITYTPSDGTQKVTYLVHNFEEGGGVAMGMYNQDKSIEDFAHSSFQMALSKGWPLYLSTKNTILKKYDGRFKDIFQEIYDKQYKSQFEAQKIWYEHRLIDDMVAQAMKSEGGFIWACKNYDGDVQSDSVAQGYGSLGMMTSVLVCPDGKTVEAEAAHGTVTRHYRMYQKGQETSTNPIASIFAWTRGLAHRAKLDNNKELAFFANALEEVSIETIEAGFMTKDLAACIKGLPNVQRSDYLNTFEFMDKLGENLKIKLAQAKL
#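 IDH1-R132H (0.5 ug/mL) preincubated 30 min with compound, then NADPH (0.016 mM) and alpha-KG (2 mM) added; 80 min at RT, pH 7.5. Remaining NADPH coupled via diaphorase/resazurin to fluorescence (540/590 nm); concentration-response curves normalized to no-enzyme control.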
# HP1b chromo inh: inhibitors of HP1-beta chromodomain binding to methylated histone tails. AlphaScreen HP1-beta / biotin-H3K9me3 peptide binding. 390,000 tested, 0.56% active. Potency, µM (titrated, usually from 114 µM), for the others: at the top dose activity change, negative = inhibition, actives largely listed as inhibitors. AID 540317. P83916; also: potency is read from the fitted curve at half-maximal effect; nearly all actives have a fitted effect of over 70% in size; inactives centre near 23
# Target sequence (P83916 whole entry, looked up): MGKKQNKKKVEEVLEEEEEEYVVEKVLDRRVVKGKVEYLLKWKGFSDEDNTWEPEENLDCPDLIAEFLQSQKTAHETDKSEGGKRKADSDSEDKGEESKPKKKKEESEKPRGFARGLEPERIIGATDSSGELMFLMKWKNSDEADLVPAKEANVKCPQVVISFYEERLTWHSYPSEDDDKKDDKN
#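 HP1-beta protein (50 nM final) preincubated 30 min at room temperature with biotinylated H3(1-18)K9me3 peptide (50 nM) in PBS pH 7.4, 0.01% Tween-20, then compound added for 30 min. AlphaScreen streptavidin donor/nickel chelate acceptor beads (10 ug/mL final), 30 min dark, luminescence read.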
# GLS inhibitor: blocks human kidney-isoform glutaminase activity; O94925; GLS enzymatic activity, qHTS titration; Potency, µM (titrated, usually from 45.5 µM), for inactives: at the top dose activity change, negative = inhibition, actives largely listed as inhibitors; 410,000 tested, 0.21% active; AID 624170; also: potency is read from the fitted curve at half-maximal effect; % is scaled to controls: 0 for no effect and ±100 for the full control effect
#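 Read-out is an Amplex red fluorescence increase coupled through glutamate oxidase and HRP, measured before and after 30 min room-temperature incubation. hKGA is in 45 mM KH2PO4 (pH 8.2) with 0.02% Tween-20; glutamine added as 1mM solution.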
# Pin1 inh: human Pin1 inhibition; Q13526; Pin1 FP peptide displacement, HiFluor488, 10 min; Potency, µM (top dose mostly 115 µM), for the others: at the highest dose activity, negative = inhibition, usual class: inhibitors; 390,000 tested, 0.009% active; AID 504891; active = well fitted inhibition curve with a large enough effect in the polarisation, with a control signal flat, not every such curve was filed as active; inconclusive = small, poorly fitted or top-dose-only effect, or effect the other way, or a change in a side signal; inactive = no such curve, though single readings can be large or run the other way; the % refers to the polarisation; also: potency is read from the fitted curve at half-maximal effect; % is scaled to controls: 0 for no effect and ±100 for the full control effect
# Target sequence (Q13526 whole entry, looked up): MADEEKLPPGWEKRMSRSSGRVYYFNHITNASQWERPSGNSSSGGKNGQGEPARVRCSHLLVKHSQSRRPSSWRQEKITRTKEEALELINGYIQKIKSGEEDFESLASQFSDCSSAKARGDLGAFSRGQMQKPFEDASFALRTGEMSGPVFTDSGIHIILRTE
# TrxR1 substrate: substrates of rat thioredoxin reductase 1 | AID 588456 | purified TrxR1 substrate turnover, NADPH consumption readout | Potency, µM (highest dose often 114 µM), for the others: at the top dose activity change, negative = substrate turnover | 390,000 tested, 0.01% active | O89049; also: potency is read from the fitted curve at half-maximal effect; % is scaled to controls: 0 for no effect and ±100 for the full control effect; nearly all actives have a fitted effect of over 50% in size
#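 Rat TrxR1, dispensed at 90 nM, was prereduced with 400 uM NADPH (final) for 5 min at ~22 deg C, then incubated with compound 15 min before 400 uM selenite. A first-read NADPH fluorescence drop versus no-compound background flagged substrates.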
# The depositor's hits bear a star; i = inactive; ? = inconclusive; / = no result given; & = joins results of further samples; [ ] = dose if it differs, or a comment. Unless noted, calls follow the shape of the dose curve; as a rule, active = well fitted curve in the direction sought with a large enough effect; inconclusive = small, poorly fitted or top-dose-only effect, or another doubt; inactive = no such curve, though single readings can be large; an effect the other way counts as inactive or inconclusive. A portion of the library; the hit share may differ from the screen's.
SMILES,TrxR1 inh,Tb PGK inh,PI4K2A block,USP1-UAF1 inh,mIDH1 inhibitor,HP1b chromo inh,GLS inhibitor,Pin1 inh,TrxR1 substrate
CC1=CC(c2ccccc2)n2nc(NC(=O)CCC(=O)O)nc2N1 (centres undefined),-1%,i,6,-16%,2%,-14%,-14%,-4%,235%[activator]
Cc1cc(C)c(C)c(S(=O)(=O)N2CCN(CC(=O)Nc3sccc3C#N)CC2)c1C,-5%,i,3,-16%,6%,34%,-7%,?,-9%
O=C(O)c1ccccc1C(=O)NCc1cccnc1,4%[57.1 µM],-1%,-1,-13%,-2%,37%,-5%,-14%,3%[57.1 µM]
COC(=O)c1cc(-c2cccc(OC)c2)c2c(=O)[nH]c(=O)n(C)c2n1,173%[activator],-7%,4,-16%,-1%,31%,7%,0%,110%[activator]
CNC(=S)Nc1ccc(N2CCCC2)c(S(=O)(=O)Nc2ccc(OC)cc2)c1,-2%,-9%,-7,-10%,8%,-19%,38%[activator],-1%,5%
O=C(Nc1ccccc1)Nc1ccc2ocnc2c1,-4%[57.1 µM],-1%,0,-4%,10%,-3%,20µM*,3%,3%[57.1 µM]
O=[N+]([O-])c1ccc2oc(-c3cccc(O)c3)nc2c1,9%[57.1 µM],4%,-11,-18%,4%,9%,7%,4%,5%[57.1 µM]
CC(C)OC(=O)c1cc(NC(=S)Nc2ccc([N+](=O)[O-])cc2)cc(C(=O)OC(C)C)c1,-18%[57.1 µM],-16%,-1,-28%,-1%,-17%,-10%,?,9%[57.1 µM]
O=C(CCS(=O)(=O)c1ccc(Cl)cc1)Nc1nc(-c2cccnc2)cs1,15%,-2%,1,-25%,11%,45%[activator],2%,-15%,1%
O=C(NC1CCCCC1)C(=S)NCCc1ccccc1,17%,7%,1,-25%,9%,-15%,10%,-10%,0%
Cc1ccc(S(=O)(=O)NCCSc2ccccc2)cc1[N+](=O)[O-],4%[11.4 µM],-2%,0,-23%,2%,5%,-3%,10%,2%[11.4 µM]
O=C1c2[nH]nc(-c3ccccc3O)c2C(c2cccc(OCc3ccccc3)c2)N1CCCO (centres undefined),6%,i,-1,-16%,45µM*,27%,1%,-7%,-2%
Cc1nc(Cc2ccc(OC(C)C)cc2)[nH]c(=O)c1CC(=O)O,19%[57.1 µM],-1%,-3,-19%,4%,27%,-8%,5%,4%[57.1 µM]
CCc1cccc(C)c1NC(=O)CCCn1c(=O)c2cccn2c2cccnc21,4%&5%,-5%,-4&-3,-28%&1%,3%&-5%,2%&30%,-2%&9%,0%&4%,-3%&1%
CCC(=O)NC(Nc1ncc(C)s1)(C(=O)OC)C(F)(F)F (centres undefined),-8%,-4%,0,3%,16%,38%,-2%,-2%,-9%
Cc1ccc(N(Cc2ccccc2)C(=O)CN2C(=O)NC3(CCCC3)C2=O)cc1,7%,-9%,0,-4%,8%,-6%,-1%,-2%,3%
Cc1cnc(NC(=O)c2ccc(OCC3CCCO3)cc2)s1 (centres undefined),10%[57.1 µM],4%,-8,-18%,1%,33%,4%,7%,-2%
COc1ccc(CC(=O)O/N=C(\N)c2ccc(C)cc2)cc1,16%[57.1 µM],-9%,1,2%,5%,182%[activator],-11%,-1%,-21%[57.1 µM]
Cc1ccc(F)cc1NC(=O)C1CCCN(c2ncccn2)C1 (centres undefined),13%,-11%,6,-6%,1%,26%,-1%,-8%,11%
O=c1c(-c2ccnn2-c2cccc(Cl)c2)cnc2n1CCS2,-16%,-4%,0,-9%,6%,22%,-2%,-4%,-7%

# Look-ups from the entries so far.
# mIDH1 inhibitor with `Cc1nc(Cc2ccc(OC(C)C)cc2)[nH]c(=O)c1CC(=O)O` reads 4%
# USP1-UAF1 inh with `Cc1cnc(NC(=O)c2ccc(OCC3CCCO3)cc2)s1` (centres undefined) reads -18%

# Additional entries follow:
SMILES,TrxR1 inh,Tb PGK inh,PI4K2A block,USP1-UAF1 inh,mIDH1 inhibitor,HP1b chromo inh,GLS inhibitor,Pin1 inh,TrxR1 substrate
COc1ccc(-c2nc(CS(=O)CC(=O)NC3CCCCC3)c(C)o2)cc1 (centres undefined),-8%,-1%,0,-19%,-6%,29%,0%,?,4%
CC(C)=C1SC(N2CCN(c3cccc(Cl)c3)CC2)=NC1=O,13%,-9%,-3,-28%,5%,18%,8%,-9%,6%
O=C(NCCCn1ccnc1)/C(=C/c1ccc(Cl)cc1)NC(=O)c1ccccc1,24%[57.1 µM],-4%,1,-17%,1%,16%,4%,-5%,12%[57.1 µM]
O=C(NCC1CCCCC1)NCC1CCCCC1,14%,-2%,-1,-18%,-4%,56%[activator],3%,-5%,2%
COCCN(C(=O)CCc1ccccc1OC)c1nnc(-c2cccnc2)s1,29%,/,2,-22%,-7%,47%[activator],-2%,-7%,3%
CCOC(=O)C(C)(C)Sc1nc2c(cnn2-c2ccc(Cl)cc2)c(=O)[nH]1,6%[57.1 µM],-3%,3,-19%,0%,21%,1%,7%,-2%[57.1 µM]
CCC(C)NC(=O)Cn1c(=O)n(-c2ccc(Cl)c(Cl)c2)c(=O)c2c(C)c(C(=O)N(CC)CC)sc21 (centres undefined),13%[57.1 µM],-3%,2,-19%,33%[activator],2%,5%,3%,4%[57.1 µM]
Fc1ccc(C2CC(c3cccs3)=NN2c2ccccc2)cc1 (centres undefined),1%[57.1 µM],-7%,-6,-13%,-6%,428%[activator],2%,15%,187%[activator][57.1 µM]
FC(F)(F)c1cccc(N2CCN(c3nnnn3-c3ccccc3)CC2)c1,8%,-2%,-1,-19%,-1%,26%,1%,8%,-4%
COc1ccccc1/C=C/CN1CCC(n2nccc2NC(=O)CCc2ccccc2)CC1,34%[activator],2%,0,-4%,-3%,5%,2%,0%,1%
CCOc1cccc2sc(N(CCCN(C)C)C(=O)c3ccc(S(=O)(=O)N(CC)Cc4ccccc4)cc3)nc12,11%,-2%,5,-12%,8%,-9%,2%,4%,-5%
COc1ccc(-n2nnnc2/C=C\Nc2ccccc2C(=O)c2ccccc2)cc1,-20%,-6%,4,-20%,0%,24%,19%,23%,-9%
COc1ccc(-c2nc3cc(C)ccn3c2NCC2CCCO2)cc1OC (centres undefined),4%[57.1 µM],-4%,1,-4%,5%,44%,10%,2%,1%[57.1 µM]
Cc1ccccc1Nc1scc(-c2ccc(Cl)cc2)[n+]1-c1ccccc1C,-11%,-7%,2,-26%,-3%,?,-12%,-7%,-10%
NNC(=O)Cn1c(-c2ccccc2)cc2ccccc21,7%[57.1 µM],-3%,3,-2%,4%,24%,-2%,-3%,11%[57.1 µM]
Cc1ccc(OCC(=O)NNC(=O)CSc2nnc(-c3ccc(C)cc3)n2C)cc1,-4%,-2%,-6,-14%,-2%,58%[activator],0%,7%,-4%
CCC(C)(C)NC(=O)CN(C(=O)CNS(=O)(=O)c1ccccc1)c1ccc2c(c1)OCCO2,38%[57.1 µM],-2%,-1,-14%,6%,18%,4%,5%,-13%[57.1 µM]
Nc1c(C=C2C=CC(=O)C=C2)c(=O)nc2sc(CC(=O)N3CCOCC3)nn12,-17%,-5%,-7,-14%,-2%,16%,-3%,9%,-22%
c1ccc(CNc2ncnc3sc4c(c23)CCC4)nc1,10%,2%,11,0%,15%,34%,8%,2%,9%[57.1 µM]
O=C(NC(=S)N1CCN(Cc2ccc3c(c2)OCO3)CC1)c1ccc(Cl)cc1,-6%,3%,-1,-13%,-1%,-31%,15%,-7%,-4%
CCOc1nc(-c2ccccc2)ccc1-c1noc(-c2ccc(OC)c(OC)c2)n1,10%,-7%,3,-11%,-1%,27%,-9%,3%,5%
COc1ccc(C(=O)Nc2ccccc2NC(=O)c2ccco2)c(OC)c1,26%,/,2,4%,4%,32%,4%,-2%,-3%

# Among those listed so far, these contain a nitro group on carbon:
SMILES,TrxR1 inh,Tb PGK inh,PI4K2A block,USP1-UAF1 inh,mIDH1 inhibitor,HP1b chromo inh,GLS inhibitor,Pin1 inh,TrxR1 substrate
O=[N+]([O-])c1ccc2oc(-c3cccc(O)c3)nc2c1,9%[57.1 µM],4%,-11,-18%,4%,9%,7%,4%,5%[57.1 µM]
CC(C)OC(=O)c1cc(NC(=S)Nc2ccc([N+](=O)[O-])cc2)cc(C(=O)OC(C)C)c1,-18%[57.1 µM],-16%,-1,-28%,-1%,-17%,-10%,?,9%[57.1 µM]
Cc1ccc(S(=O)(=O)NCCSc2ccccc2)cc1[N+](=O)[O-],4%[11.4 µM],-2%,0,-23%,2%,5%,-3%,10%,2%[11.4 µM]
